# Compound activity from PubChem BioAssay.
# NCI-60 one-dose screen, 48 h, at 10 µM unless noted. Numbers give growth in % (100 = growth as untreated, 0 = no growth, -100 = all killed).
# TK-10 – TK-10 renal cancer cells | 81,000 tested, 3.9% active | AID 1794769
# ACHN – ACHN renal cancer. 81,000 tested, 4.9% active
# CAKI-1 – CAKI-1 renal cancer | 75,000 tested, 4.7% active | AID 1794772
# 786-0 – 786-0 renal cancer cells; 81,000 tested, 5.1% active
# UO-31 – UO-31 renal cancer; 81,000 tested, 5.2% active; AID 1794768
# A498 – A498 renal cancer cells. 76,000 tested, 5.4% active. AID 1794774
# SN12C – SN12C renal cancer cells; AID 1794767; 81,000 tested, 3.8% active
# RXF 393 – RXF 393 renal cancer cells. AID 1794773. 77,000 tested, 6.9% active
# Active calls of the source: *; x = no result given; & = joins results of further samples; ! = not confirmed by another sample. How the source made its calls: active means growth percent below 10; inactive means the rest.
SMILES,TK-10,ACHN,CAKI-1,786-0,UO-31,A498,SN12C,RXF 393
Cc1cccc(NC(=O)c2sc3nc4c(cc3c2N)CN(Cc2ccccc2)CC4)c1C,59,53,x,32,51,-0.2*,44,17
CC(=O)Nc1nc(C)c(C(=O)N/N=C/c2ccc(Cl)cc2)s1,113,97,100,71,84,92,96,96
NC(N)=N/N=C/c1ccc(-c2ccc(-c3cc(Cl)cc(Cl)c3)s2)cc1,-69*,-2.9*,50,-83*,72,73,-54*,27
CC1(C)CC[C@@]23CC[C@@]4(C)[C@]5(C)CC[C@H]6C(C)(C)C(=O)CC[C@]6(C)[C@H]5CC(=O)[C@]4(OC2=O)[C@@H]3C1,96,100,77,99,79,96,94,99
CC(=O)OCC1OC(N=[N+]=[N-])C(OC(C)=O)C(OC(C)=O)C1OC(C)=O (configuration not stated),122,110,98,95,97,110,105,107
CC1CCCc2c1nc1nc(=S)n(-c3ccccc3)c(N)c1c2-c1ccc(Cl)cc1 (configuration not stated),116,90,109,95,56,75,110,82
COc1ccc(NC(=O)c2sc3nc4c(cc3c2N)CCCC4)cc1,39,49,38,39,48,5.7*,61,-4.4*
CCCCC(CC)CN(CC(CC)CCCC)N=O (configuration not stated),x,107,99,99,87,107,101,x
Cc1cc(=O)oc2ccc(C(C)(C)C)cc12,x,99,96,99,98,x,100,99
CCOC(=O)COc1ccc2c(C)c(CCN(CC)CC)c(=O)oc2c1,100,101,102,102,88,131,112,132
O=S(=O)(NCCCNc1cc(-c2c(-c3cccc(O)c3)nc3sccn23)ccn1)c1c(Cl)cccc1Cl,118,54,71,69,41,67,46,54
Cc1ccc(NC(=O)N2CCCCC2)cc1NC(=O)N1CCCCC1,109,103,x,108,93,117,104,116
COc1ccc(N2[C@@H](CC3=CCCC3)[C@@]3(O)CC[C@@H](O)[C@@H](OC)[C@@H]3[C@@]2(C)[C@H](O)CC=C(C)C)cc1,87,90,84,87,52,65,90,76
CCOC(=O)CCN(CCC(=O)OCC)c1ccccn1,95,103,95,96,97,81,92,100
COc1ccc(C(=O)N/N=C2\c3ccccc3-c3cccc(C(=O)O)c32)cc1,114,103,75,104,78,94,88,111
C/C(Cl)=C/CN(C/C=C(/C)Cl)CCO,93,94,92,100,89,91,105,111
COc1ccc(C2=NC(=O)NC2c2ccc(OC)cc2)cc1 (configuration not stated),88,83,51,39,61,x,71,108
O=CNc1ccc(Cl)cc1,95,101,89,101,86,92,102,90
Cc1nc([P+](c2ccccc2)(c2ccccc2)c2ccccc2)c(NCCO)o1,98,115,102,104,90,131,103,x
CCN1C(=S)N(CC)C2C1NC(=O)N2/N=C/C=C/c1ccccc1OC (configuration not stated),120,93,66,97,70,87,100,87
Cc1ccc(N2C(=O)/C(=C3\SC(=S)N(c4ccc(C)c(C)c4)C3=O)SC2=S)cc1C,101,100,93,106,84,94,102,105
O=C(Cc1n[nH]c(=S)nc1CC(=O)c1ccccc1)c1ccccc1,143,100,127,105,82,117,101,x
CCCn1c(=S)sc2c(=O)[nH]c(C)nc21,141,90,x,104,84,96,102,130
N=C(N)c1ccc(-c2ccc(-c3ccc(-c4ccc(Cl)cc4)s3)s2)cc1,102,91,89,95,84,85,96,97
COC(=O)C1=C(C(=O)ONCCN(C)C)C2C=CC1(C(Cc1ccccc1)Nc1ccc(F)cc1)O2 (configuration not stated),65,-19*,88,106,81,x,87,111

# (next part)
SMILES,TK-10,ACHN,CAKI-1,786-0,UO-31,A498,SN12C,RXF 393
CC[C@H](C)C(=O)O[C@H]1CCC=C2C=C[C@H](C)[C@H](CC[C@@H]3CC=CC(=O)O3)[C@H]21,105,87,91,95,72,97,68,97
COc1ccc(C2CC(c3cc(Cl)c(C)cc3O)=NN2c2ccc(S(N)(=O)=O)cc2)cc1OC (configuration not stated),64,54,56,77,18,85,58,39
CC1(C(=O)O)CCCN1 (configuration not stated),97,101,99,103,92,112,98,x
NC(=O)C1=C(N=C2CCCCC2)CCCC1,112,110,x,109,77,x,98,120
Cc1ccc(-c2nc(SCC(=O)c3ccc(Br)cc3)[nH]c(=O)c2C#N)cc1,106,110,95,91,83,86,104,111
CC(C)(C)CC(C)(C)c1ccc(O)c(Cl)c1,108,108,97,100,95,96,106,104
COC(=O)CCN1CCN(c2ccccc2C)CC1,122,104,79,109,97,117,99,115
CCOC(=O)CCN(c1c(Cl)ssc1=O)C(C)C,129,118,124,99,x,106,114,88
C=C1C(=O)O[C@H]2[C@H]1CC/C(Cn1cc(-c3cccc(Cl)c3)nn1)=C\CC[C@@]1(C)O[C@@H]21,-97*,-89*,-82*,-84*,-95*,-26*,-37*,-88*
COc1ccc(C2=CC(c3ccc4c(c3)OCO4)NC(=O)N2)cc1 (configuration not stated),96,100,81,96,70,106,93,86
Cc1nc2cnc(N)c(C#Cc3cncc(C(=O)Nc4ccccn4)c3)c2nc1C,137,85,104,105,127,86,95,96
Cc1nc2ccc(-n3c(-c4ccc(Cl)cc4)nc4ccccc4c3=O)cc2n1Cc1ccccc1,111,92,81,105,59,90,x,104
CCCCOc1ccc(C(=O)OC(C)CNCCC)cc1N (configuration not stated),103,104,95,99,86,98,x,96
COc1cc(-c2nc(-c3ccccc3)c(-c3ccc(Sc4ccccc4)cc3)[nH]2)cc(OC)c1O,112,102,101,105,82,117,102,138
Cc1c(C(=O)N[C@H]2CCCN(Cc3ccccc3)C2)nn(-c2ccc(Cl)cc2Cl)c1-c1ccc(Cl)cc1,82,80,62,86,54,95,71,91
COc1ccc(N2C(=O)[C@@H](O)[C@H]2/C=C/c2ccccc2)cc1,97,107,98,98,88,65,99,107
COCCNCC(O)Cn1c2ccc(Cl)cc2c2cc(Cl)ccc21 (configuration not stated),59,10,8.9*,22,-20*,63,-92*,3.5*
Cn1c(=O)c2c(nc3n2CCN3CCc2ccc(O)c(O)c2)n(C)c1=O,89,100,94,98,89,98,106,102
Cc1nn(-c2ccc(Cl)cc2)c(C)c1N=Nc1ccc2oc(=O)ccc2c1,90,79,74,79,65,86,56,79
O=C1NN(c2ccccc2)C(c2ccccc2)=N/C1=C\c1cn(-c2ccccc2)nc1-c1ccccc1,103,93,82,93,67,121,96,95
CCOC(=O)C(=C(C)C)[N+](=O)[O-],91,104,93,100,94,93,107,101
Nc1n[nH]c2cccc(C#Cc3cccc(NC(=O)c4cccc(OC(F)(F)F)c4)c3)c12,97,32,48,65,27,56,40,24
Nc1c(Cl)ncnc1Nc1ccc(C(=O)O)cc1,102,99,123,107,82,88,98,124
COc1ccc(/C=N/NC(=O)c2ccc(S(C)(=O)=O)cc2)cc1,100,108,101,102,94,102,101,122
CC(=O)c1c(C)[nH]c2c1c(-c1ccncc1)nc1ccccc12,87,99,88,79,52,96,87,106

# Fetched one by one from above, 3 records:
SMILES,TK-10,ACHN,CAKI-1,786-0,UO-31,A498,SN12C,RXF 393
Cn1c(=O)c2c(nc3n2CCN3CCc2ccc(O)c(O)c2)n(C)c1=O,89,100,94,98,89,98,106,102
COc1ccc(C2=CC(c3ccc4c(c3)OCO4)NC(=O)N2)cc1 (configuration not stated),96,100,81,96,70,106,93,86
Cc1ccc(-c2nc(SCC(=O)c3ccc(Br)cc3)[nH]c(=O)c2C#N)cc1,106,110,95,91,83,86,104,111

# The listing continues:
SMILES,TK-10,ACHN,CAKI-1,786-0,UO-31,A498,SN12C,RXF 393
COc1cc(NS(=O)(=O)c2ccccc2)c2nc3ccc(Cl)cc3nc2c1,105,92,85,111,96,163,102,98
Cc1cc(Br)c(NC(=O)c2c(-c3c(Cl)cccc3Cl)noc2C)c(Br)c1,103,91,x,99,97,109,118,123
Clc1cccc(/C=N/Nc2nc(N/N=C/c3cccc(Cl)c3Cl)nc(N3CCOCC3)n2)c1Cl,129,108,101,98,84,110,80,95
CC(CC(=O)c1ccccc1)=NCCN(C)C,85,107,91,99,77,89,94,96
COc1cc(CNC(=O)[C@]23CCC(C)(C)CC2C2=CCC4[C@@]5(C)CCC(OC(C)=O)C(C)(C)C5CC[C@@]4(C)[C@]2(C)CC3)ccc1OCc1cn(-c2cccc([N+](=O)[O-])c2)nn1 (some centres not stated),121,89,65,97,70,127,88,92
N#Cc1ncc(-c2cc(F)c(F)c(F)c2)c(NC2CCCCCC2)n1,105,93,93,101,89,52,84,85
COc1ccc(C(=NNS(=O)(=O)c2ccc(C)cc2)c2ccc(Cl)cc2)cc1OC,83,99,59,95,66,95,91,98
COc1ccc(CN(c2ccc(C)cc2)C2OC(=O)c3ccccc32)cc1OC (configuration not stated),107,95,99,99,94,79,99,104
CC(=O)c1ccc2oc(=O)n(Cc3ccc(C#N)cc3)c(=O)c2c1,103,104,95,103,86,91,99,114
Cc1nc2ncc(-c3ccc4ncnc(NCc5ccccc5)c4c3)cc2[nH]1,23,65,19,48,45,-18*,32,-18*
O=S(=O)(O)c1ccncc1,98,100,99,108,91,101,104,107
COc1cc(-c2cc(-c3ccccc3)nc3nc(N)[nH]c(=O)c23)ccc1Oc1ccnc2cc(Cl)ccc12,117,99,94,91,92,111,95,98
O=CNCCO,98,100,88,86,69,111,95,105
CCCN1[C@@H]2CC[C@H]1/C(=C\c1ccc(OC)c(OC)c1)C(=O)/C2=C/c1ccc(OC)c(OC)c1,67,47,46,64,34,24,50,58
O=S(=O)(O)c1ccc(N=Nc2ccc(Nc3ccccc3)cc2)cc1,113,106,87,108,77,115,58,115
COC(=O)CCc1n(Cc2ccc3ccccc3c2)c2ccccc2[n+]1Cc1ccc2ccccc2c1,-5.8*,87,x,15,79,8.5*,7.8*,24
O=C(O)c1nc(-c2ccccc2)nc2ccccc12,120,101,90,100,87,91,97,106
NNC(=O)c1cc2ccccc2cc1O,103&127,102&99,94&82,98&112,85&74,87&75,97&82,89&95
O=[N+]([O-])c1cc(CCl)ccc1OCCBr,101,107,92,103,81,92,100,110
Nc1nc(N)c2nc(CNc3ccc(C(=O)NC(CCC(=O)O)C(=O)O)cc3)cnc2n1 (configuration not stated),48&54,19,22&26,8.5*!,31&14,86&45,15&26,76&48
O=C1N(Cc2ccccc2)C(=O)C(Cc2ccccc2)(Cc2ccccc2)C(=O)N1Cc1ccccc1,93,78,56,65,64,70,83,91
O=c1nc2s/c(=C\c3cccc(Cl)c3Cl)c(=O)n2c2nc(-c3ccccc3)c(-c3ccccc3)nc12,91,98,95,92,77,98,98,111
COc1cc(C2N(c3ccccc3)NC(=O)[C@@H]3CCCN23)cc(OC)c1OC (some centres not stated),109,104,x,99,74,76,102,119
NC(=O)CC(=O)O,109,100,92,106,77,84,101,116
O=c1c2c3c(sc2nc(SCc2ccccc2)n1-c1ccccc1)CCCCC3,99,102,96,106,95,106,97,124

# Later entries
SMILES,TK-10,ACHN,CAKI-1,786-0,UO-31,A498,SN12C,RXF 393
Cc1cc(=O)[nH]c(SCC(=O)N2CCN(c3cc4c(cc3F)c(=O)c(C(=O)O)cn4C3CC3)CC2)n1,95,101,97,96,87,94,x,113
COC(=O)c1ccc(C)nc1,105,103,102,106,96,108,109,118
Oc1c(I)cc(I)cc1CN(Cc1ccccn1)Cc1ccccn1,8.2*,10,0.1*,18,-19*,22,27,47
O=C(Nc1nc2ccc(Cl)cc2s1)c1ccc(C(=O)Nc2nc3ccc(Cl)cc3s2)cc1,96,91,89,99,75,77,96,92
COc1ccc(/C=N/NC(=O)CSc2nc3ccccc3c(=O)n2CCc2ccc(S(N)(=O)=O)cc2)cc1,112,90,85,90,52,85,86,99
COC(=O)C(CC=O)C(=O)C(=O)Nc1cccc(C(F)(F)F)c1 (configuration not stated),102,105,98,107,87,83,92,103
Clc1ccc(C=Nc2ccc(Nc3ncnc4sc5c(c34)CCN(Cc3ccccc3)C5)cc2)cc1,160,95,90,105,70,108,99,107
FC(F)(F)c1cc(-c2nnc3n2NC(=NC2CCCCC2)CS3)cc(C(F)(F)F)c1,123,106,97,x,90,81,99,x
Cc1nn2c(-c3nc4cc(Cl)c(Cl)cc4[nH]3)c(-c3ccccc3)nc2s1,109,x,x,90,79,71,90,66
N#CC(N)c1ccc(OCCCCCCCCCCOc2ccc(C(N)C#N)cc2)cc1 (configuration not stated),104,101,82,105,71,112,97,108
Cc1ccc(C(=O)Nc2ccc(CNCCN3CCNCC3)c(C(F)(F)F)c2)cc1C#Cc1cnc2cccnn12,129,57,76,-70*,77,-33*,76,-90*
CC(=O)OCC1OC(OC2C(COC(C)=O)OC(OC(C)=O)C(OC(C)=O)C2OC(C)=O)C(OC(C)=O)C(OC(C)=O)C1OC(C)=O (configuration not stated),103&106&108&107,107&108&106&115,119&98&97&94,97&98&101,95&99&89,122&85&90&88,96&95&92&101,103&94&84&122

# Grouped by structure: the compounds so far containing an NH in an aromatic ring
SMILES,TK-10,ACHN,CAKI-1,786-0,UO-31,A498,SN12C,RXF 393
O=C(Cc1n[nH]c(=S)nc1CC(=O)c1ccccc1)c1ccccc1,143,100,127,105,82,117,101,x
CCCn1c(=S)sc2c(=O)[nH]c(C)nc21,141,90,x,104,84,96,102,130
Cc1ccc(-c2nc(SCC(=O)c3ccc(Br)cc3)[nH]c(=O)c2C#N)cc1,106,110,95,91,83,86,104,111
COc1cc(-c2nc(-c3ccccc3)c(-c3ccc(Sc4ccccc4)cc3)[nH]2)cc(OC)c1O,112,102,101,105,82,117,102,138
Nc1n[nH]c2cccc(C#Cc3cccc(NC(=O)c4cccc(OC(F)(F)F)c4)c3)c12,97,32,48,65,27,56,40,24
CC(=O)c1c(C)[nH]c2c1c(-c1ccncc1)nc1ccccc12,87,99,88,79,52,96,87,106
Cc1nc2ncc(-c3ccc4ncnc(NCc5ccccc5)c4c3)cc2[nH]1,23,65,19,48,45,-18*,32,-18*
COc1cc(-c2cc(-c3ccccc3)nc3nc(N)[nH]c(=O)c23)ccc1Oc1ccnc2cc(Cl)ccc12,117,99,94,91,92,111,95,98
Cc1cc(=O)[nH]c(SCC(=O)N2CCN(c3cc4c(cc3F)c(=O)c(C(=O)O)cn4C3CC3)CC2)n1,95,101,97,96,87,94,x,113
Cc1nn2c(-c3nc4cc(Cl)c(Cl)cc4[nH]3)c(-c3ccccc3)nc2s1,109,x,x,90,79,71,90,66
